# Screening results as filed in PubChem BioAssay.
# KAT2A inh = qHTS Assay for Inhibitors of GCN5L2; Histone acetyltransferase KAT2A (Homo sapiens), Q92830; GCN5L2 HAT assay, ThioGlo1 CoA-SH fluorescence; Potency, µM (highest dose often 58.9 µM), for the others: at the top dose activity change, negative = inhibition, actives largely listed as inhibitors; 0.21% of 390,000 active; AID 504327, 2011
# Target sequence (Q92830 whole entry, looked up): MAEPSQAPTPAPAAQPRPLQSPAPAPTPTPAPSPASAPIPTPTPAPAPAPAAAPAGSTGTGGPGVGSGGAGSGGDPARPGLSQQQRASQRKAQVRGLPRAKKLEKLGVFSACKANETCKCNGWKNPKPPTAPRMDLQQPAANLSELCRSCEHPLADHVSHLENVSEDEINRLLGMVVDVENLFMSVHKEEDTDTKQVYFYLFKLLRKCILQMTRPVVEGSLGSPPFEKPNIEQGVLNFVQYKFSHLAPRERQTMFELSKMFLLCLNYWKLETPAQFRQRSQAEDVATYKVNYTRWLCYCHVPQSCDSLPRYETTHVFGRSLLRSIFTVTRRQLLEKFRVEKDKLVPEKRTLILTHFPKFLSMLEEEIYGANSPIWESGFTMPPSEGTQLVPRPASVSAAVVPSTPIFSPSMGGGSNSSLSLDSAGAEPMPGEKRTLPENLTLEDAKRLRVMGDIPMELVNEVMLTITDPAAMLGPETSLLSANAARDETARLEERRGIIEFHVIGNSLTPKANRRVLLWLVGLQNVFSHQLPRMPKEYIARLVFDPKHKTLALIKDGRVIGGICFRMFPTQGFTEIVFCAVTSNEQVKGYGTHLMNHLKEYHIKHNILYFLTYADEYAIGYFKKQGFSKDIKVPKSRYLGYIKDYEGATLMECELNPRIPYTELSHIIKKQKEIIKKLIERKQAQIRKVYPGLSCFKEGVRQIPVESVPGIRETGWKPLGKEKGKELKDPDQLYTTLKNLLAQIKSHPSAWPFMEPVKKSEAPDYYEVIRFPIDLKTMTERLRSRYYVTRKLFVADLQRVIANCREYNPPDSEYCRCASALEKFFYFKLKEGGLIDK
#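 Enzyme at 20nM final was mixed with library compounds for 15 min at room temperature. Peptide H3(1-25) at 75uM, acetyl-CoA at 70uM and ThioGlo1 at 50uM were then added. Plates were read immediately and after 20 min (Ex340nm/Em540nm).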
# N370S GC = qHTS Assay for Inhibitors and Activators of N370S glucocerebrosidase as a Potential Chaperone Treatment of Gaucher Disease | 0.092% of 330,000 active | AID 2101, 2009 | Potency, µM (top dose mostly 59.4 µM), for the others: at the highest dose activity change, negative = inhibition, actives largely listed as inhibitors | Lysosomal acid glucosylceramidase (Homo sapiens), P04062 | N370S GC spleen homogenate, 4MU-glucoside fluorescence;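 also: 0% = full enzyme activity and -100% = no enzyme basal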
# FEN1 inh = qHTS Assay for the Inhibitors of Human Flap endonuclease 1 (FEN1); Potency, µM (doses to about 114 µM), without a hit: top-dose activity change, negative = inhibition, most hits filed as inhibitors; Recombinant FEN1 flap cleavage, fluorescence, 15 min; P39748; 0.35% of 390,000 active; AID 588795, 2011; also: nearly all actives have a fitted effect of over 65% in size
#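 FEN1 at 10 nM, compound pretreatment for 15 min (room temperature), 50 nM final substrate to initiate; endpoint reads at 0 and 15 min; DMSO-only plates used as vehicle background.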
# * marks the source's active call; other numbers are inactive results; ? = inconclusive; . = no result given; & = joins results of further samples; [ ] = remark or other dose. Calls follow the shape of the dose curve; as a rule, active = well fitted curve in the direction sought with a large enough effect; inconclusive = small, poorly fitted or top-dose-only effect, or another doubt; inactive = no such curve, though single readings can be large; an effect the other way counts as inactive or inconclusive. Unless noted, % is scaled to controls: 0 for no effect and ±100 for the full control effect; potency is read from the fitted curve at half-maximal effect.
SMILES,KAT2A inh,N370S GC,FEN1 inh
CSc1nc(Cc2ccccc2)cc(=O)[nH]1,-10%,24%,-5%
CCS(=O)(=O)c1ccc(OC)c(N=Nc2ccc(O)c3ncccc23)c1,-15%,2%,-15%
Cn1cnc2c(NCc3ccccc3)nc(NCCO)nc21,-17%,-3%&-3%&-4%&6%&-17%,.
O=C1NCCOC(=O)[C@H](Cc2ccc(F)cc2)C/C=C\C[C@H]1CC(=O)N(CCO)Cc1ccccc1,2%,.,4%
COc1ccc(-c2c(-c3cc(OC)cc(OC)c3)n(C)c3ccc(-c4cccc5[nH]ccc45)cc23)cc1,-4%,.,14%
Cc1cc(=O)oc2cc(O[C@@H]3O[C@H](CO)[C@@H](O)[C@H](O)[C@H]3O)ccc12,-2%,-10%,2%
CCn1cc(C(=O)N2CCCC(C(=O)c3ccc4ccccc4c3)C2)cn1 (stereo not drawn),-1%,0%,-2%
COC(=O)c1cc2sccc2n1Cc1nc(-c2cccc(Br)c2)oc1C,1%,.,-8%
COc1ccc(C2C(C#N)=C(N)OC3=C2C(=O)CC(C)C3)c(OC)c1OC (stereo not drawn),-1%,5%,1%
CN(CC(=O)Nc1ccc(F)cc1)S(=O)(=O)c1ccc2c(c1)c(=O)n(C)c(=O)n2C,-12%,4%,-9%

# Continued:
SMILES,KAT2A inh,N370S GC,FEN1 inh
Cc1ccc(C(=O)CSc2nccn2-c2ccccc2)cc1,-14%,-17%,-9%
CCOC(=O)c1cc(C)n(CC2CCC(C(=O)Nc3ccc(C(C)=O)cc3)CC2)c1C (stereo not drawn),3%,.,-7%
O=C(N1CCOCC1)N(Cc1ccccc1)c1ccccn1,0%,-10%,5%
CCN1CC2=C(OC(N)=C(C#N)C2c2cccs2)/C(=C\c2cccs2)C1 (stereo not drawn),-15%,-4%,-16%
c1cncc(CNc2ccc3c(c2)OCO3)c1,-5%,.,-1%
CC(C)n1c(O)c(N=NC(=O)Cn2ccc(C(F)(F)F)n2)c2ccccc21,5%,8%,-22%
N#Cc1cc([N+](=O)[O-])ccc1NC(=O)COC(=O)C1CCC(=O)N1 (stereo not drawn),-10%,.,-1%
O=C(OCCN1CCCCC1)C1(c2ccccc2)CCCC1,-11%,3%,0%
COc1ccc(C2C(C(=O)NCc3ccccn3)c3ccccc3C(=O)N2C)cc1OC (stereo not drawn),3%,9%,8%
c1cncc(-c2nc(NCC3CCCO3)c3ccccc3n2)c1 (stereo not drawn),-17%,-10%,-6%

# (list continues)
SMILES,KAT2A inh,N370S GC,FEN1 inh
O=C(CCS(=O)(=O)c1cc2c(cc1Cl)NC(=O)CO2)NCCc1ccc(Cl)cc1,17%,.,-5%
COc1cccc(CNC(=O)CCN2C(=O)[C@@H]3Cc4ccccc4CN3C2=O)c1,-3%,-6%,-2%
COc1ccc(Cl)cc1C(=O)Nc1ccc2c(c1)OCO2,-5%,14%,-4%
CCOC(=O)C1(CC2CC2)CCN(Cc2cnc(-c3ccc(OC)cc3)nc2)CC1,-8%,-13%,?
c1coc(CSCc2cn3cccnc3n2)c1,-9%,13%,-6%
COc1ccc(-n2ccn3c(CC(C)(C)CC(=O)O)nnc3c2=O)cc1,-12%,.,12%
CC1(C)CC(=O)C2=C(C1)N(c1ccccc1)C(N)=C(C#N)C2c1ccsc1 (stereo not drawn),-8%[0.501 µM],4%,-4%
Oc1[nH]c2ccc(Br)cc2c1N=NC(=S)N1CCOCC1,-10%,5%,0%
COC(=O)c1cccn(CC(=O)c2ccc(Cl)cc2)c1=O,-1%,-9%,3%
O=C(CSc1ccccn1)Nc1ccc(F)c([N+](=O)[O-])c1,3%,1%,2%

# Further records.
SMILES,KAT2A inh,N370S GC,FEN1 inh
Cc1ccccc1CSc1nc2cc(C(=O)NC3CCCC3)ccc2c(=O)n1Cc1ccccc1,-6%,.,10%
Cc1ccc(-c2cnc(C3CC3)o2)cc1S(=O)(=O)Nc1cccc(C)c1C,-12%,.,-3%
CC(=O)Nc1cccc(NC(=O)CSc2nnc3ccc(-c4ccncc4)nn23)c1,-6%,-3%,7%
Cn1cc2c(=O)n(/N=C/c3ccccc3)cnc2n1,-4%,1%,-6%
Cc1ccc(NC(=O)CN2CCc3cc4c(cc3C2C)OCCCO4)cc1C (stereo not drawn),?,-7%,-26%
NC(=O)c1ccccc1NC(=O)CCN1C(=O)c2ccccc2C1=O,3%,2%,-4%
COc1ccc(N(C(=O)c2ccc(C)cc2)S(=O)(=O)c2ccc(Cl)cc2)cc1,-5%,.,-1%
O=C(c1ccc(Cl)c([N+](=O)[O-])c1)N1CCN(c2ccccc2)CC1,2%,5%,-11%
Cc1ccccc1NC(=S)NC1CCCC1,1%,1%,4%
CCc1nnc(NC(=O)c2nc(SCc3ccc(F)cc3)ncc2Cl)s1,-6%,.,18%

# Continuation.
SMILES,KAT2A inh,N370S GC,FEN1 inh
COc1cc(C)c(Br)cc1S(=O)(=O)NCCCN1CCOCC1,2%,-5%,3%
CCc1noc(C)c1C(=O)Oc1ccc(N(C)S(=O)(=O)c2ccccc2)cc1,-17%,-4%,-13%
CCCCOc1ccc(C(=O)NCC(=O)NCC(c2ccc(OC)cc2)N2CCCC2)cc1 (stereo not drawn),0%,-5%,3%
CCCc1cnc2c(c1SCC(=O)Nc1ccc([N+](=O)[O-])cc1)c(=O)n(C)c(=O)n2C,-15%,.,0%
COc1ccc(S(=O)(=O)NCc2cccnc2)cc1C(=O)NC1CCCCC1,-22%,-2%,1%
CN(Cc1ccccc1)C(=O)C1CCN(Cc2ccc(F)cc2)CC1,-2%,-14%,1%
COC(=O)c1sc(-c2cccs2)cc1NC(=O)/C=C/C(=O)O,-13%,-4%,-13%
Cc1cccc(N2CCN(C(=O)C(C)n3nc(C)n4c(cc5occc54)c3=O)CC2)c1C (stereo not drawn),-2%&-20%,1%,-4%&-1%
O=C(CSc1n[nH]c(-c2cccs2)n1)N1CCCCC1,-1%,0%,4%
COc1cc2c(cc1OC)C(C)N(C(=O)Nc1cc(C)cc(C)c1)CC2 (stereo not drawn),-16%,-4%,16%

# More structures
SMILES,KAT2A inh,N370S GC,FEN1 inh
NS(=O)(=O)c1ccc(NC(=O)COc2cccc3ccccc23)cc1,-4%,-16%,-2%
COC(=O)c1ccc(S(=O)(=O)N(CCO)Cc2ccccc2)n1C,-4%,-2%,-4%
CCOC(=O)C(C)c1nn(C)c(=O)c2ccccc12 (stereo not drawn),-4%,6%,0%
Cc1cccc(C(=O)N2CCc3cc(-c4nc(NC(=O)CN5CCCC5)sc4C)ccc32)c1,-6%,-12%,-18%
NNc1nc(-c2ccccc2Cl)nc2sc3c(c12)CCCC3,-12%,24%,-4%
O=[N+]([O-])c1cccc(-c2nnc(SCc3cccnc3)o2)c1,-3%,-2%,-3%
O=C(NCc1ccco1)C1CCCN(S(=O)(=O)c2ccc(Cl)cc2)C1 (stereo not drawn),-1%,10%,-12%
Cc1ccc(NC(=O)Cn2cncc2-c2ccc([N+](=O)[O-])cc2)cc1C,-32%,2%,-1%
O=C(COC(=O)c1cccnc1Cl)NCc1ccc2c(c1)OCO2,0%,6%,0%
Cc1csc(NC(=O)c2nn(C)c(C)c2[N+](=O)[O-])n1,1%,-4%,-4%

# Continued:
SMILES,KAT2A inh,N370S GC,FEN1 inh
C=CCn1cccc(C(=O)Nc2ccc(OC)cc2)c1=O,-5%,13%,4%
CC1CCCN(C(=O)CSc2nnc(-c3cccnc3)n2C2CCCCC2)C1 (stereo not drawn),1%,9%,0%
CCC(=O)Nc1ccccc1-c1nc2ccccc2[nH]c1=O,-12%,19%,5%
O=C(c1cc(COc2ccc3ncccc3c2)on1)N1CCCC(O)C1 (stereo not drawn),2%,3%,10%
Cc1nc2ccc(N=NC3=C(O)CCCC3=O)cc2s1,-12%,2%[12.8 µM],-5%
Cc1cccc(Cn2c(=O)n(CCc3ccccc3)c(=O)c3c(C)c(C)sc32)c1,3%,.,21%
CCCCc1nc2c(=O)[nH]c3ccccc3c2o1,3%,-3%,6%
O=C(Nc1cccnc1)c1ccc2nc(-c3ccccc3)c(-c3ccccc3)nc2c1,-11%,-4%,-18%
Cc1ccc(-n2c(SCC(=O)O)nc3sc4c(c3c2=O)CCCC4)cc1,-2%&0%,-13%,0%&14%
COc1ccc(-n2nc3c(c2NC(=O)C2CCCC2)CS(=O)C3)cc1 (stereo not drawn),2%,7%,22%

# New compounds follow
SMILES,KAT2A inh,N370S GC,FEN1 inh
COc1cccc(-n2nc3c(=O)n(Cc4ccccc4Cl)nc(C)c3c2C)c1,-1%,6%,-3%
CCCC1(C(=O)OCC)NC(c2ccc(N(C)C)cc2)C2C(=O)N(c3ccccc3)C(=O)C21 (stereo not drawn),-5%,7%,-6%
Cn1ncc2nnn(-c3ccccc3)c(=O)c21,1%,-15%,-2%
O=C(CSc1nc2nc(-c3cccs3)cc(C(F)(F)F)c2c(=O)[nH]1)C(F)(F)F,?,?,-21%
O=C(Nc1cccs1)N1CCN(c2ncccn2)CC1,-2%,6%,8%
NC(=O)c1c(N)sc2c1CCC2,-17%,-3%,-4%
COc1ccc(NC(=O)CN(C)S(=O)(=O)c2ccc3c(c2)CCCN3C(C)=O)cc1Cl,4%,.,-8%
Cn1c(SCC(=O)Nc2ccc3c(c2)oc2ccccc23)nnc1-c1ccccc1,-18%,-9%,5%&0%
CC1CCN(CCCNC(=O)CCc2nnc3n(CCc4ccccc4)c(=O)c4ccccc4n23)CC1,-2%,2%,15%
CCCCCCCCCCCCN1C/C(=C\C(=O)OCC)c2ccccc2S1(=O)=O,-19%,2%,-24%&-11%

# The list goes on.
SMILES,KAT2A inh,N370S GC,FEN1 inh
Cc1cc(C)nc(N2CCCC(C(=O)Nc3ccc4nc(C)c(C)nc4c3)C2)n1 (stereo not drawn),-5%,2%[2.35 µM],-7%
CCCc1nc(-c2ccc(-c3ccc(F)cc3)cc2)no1,-2%,3%,-17%
CN(CC(=O)Nc1cccc(F)c1)C(=O)CCc1nc2sc3c(c2c(=O)[nH]1)CCCC3,-12%,-3%,2%
CCCN(CCC)Cc1c(C(=O)N/N=C/c2cccs2)nnn1-c1nonc1N,-22%,-12%,-1%
O=[N+]([O-])c1ccc(Nc2ccccc2)nc1,-4%,-21%,-2%
Cc1ccccc1/C=C1\SC(=S)N(/N=C/c2cc([N+](=O)[O-])ccc2O)C1=O,?,-12%,?
COc1ccc(/C=C/C(=O)Oc2ccc(/C=N/NC(=O)COc3c(C)cccc3C)cc2)cc1,2%,2%,.
COc1cccc(C(=O)NCCS(=O)(=O)N2CCC3(CC2)OCCO3)c1,-4%,-19%,-2%
Nc1c(C(=O)Nc2nc3ccccc3s2)sc2nc(-c3cccs3)ccc12,-24%,-23%,-29%
Cc1cc(C)c2[nH]c(=O)c(C(c3nnnn3Cc3ccc4c(c3)OCO4)N3CCCCC3)cc2c1 (stereo not drawn),3%,2%,-3%
COc1cccc(CCNC(=O)c2cccc(NC(=O)C3=C(C)OCCS3)c2)c1,-3%,-5%,7%

# Molecules above containing a Cl atom, in the order listed:
SMILES,KAT2A inh,N370S GC,FEN1 inh
O=C(CCS(=O)(=O)c1cc2c(cc1Cl)NC(=O)CO2)NCCc1ccc(Cl)cc1,17%,.,-5%
COc1ccc(Cl)cc1C(=O)Nc1ccc2c(c1)OCO2,-5%,14%,-4%
COC(=O)c1cccn(CC(=O)c2ccc(Cl)cc2)c1=O,-1%,-9%,3%
COc1ccc(N(C(=O)c2ccc(C)cc2)S(=O)(=O)c2ccc(Cl)cc2)cc1,-5%,.,-1%
O=C(c1ccc(Cl)c([N+](=O)[O-])c1)N1CCN(c2ccccc2)CC1,2%,5%,-11%
CCc1nnc(NC(=O)c2nc(SCc3ccc(F)cc3)ncc2Cl)s1,-6%,.,18%
NNc1nc(-c2ccccc2Cl)nc2sc3c(c12)CCCC3,-12%,24%,-4%
O=C(NCc1ccco1)C1CCCN(S(=O)(=O)c2ccc(Cl)cc2)C1 (stereo not drawn),-1%,10%,-12%
O=C(COC(=O)c1cccnc1Cl)NCc1ccc2c(c1)OCO2,0%,6%,0%
COc1cccc(-n2nc3c(=O)n(Cc4ccccc4Cl)nc(C)c3c2C)c1,-1%,6%,-3%
COc1ccc(NC(=O)CN(C)S(=O)(=O)c2ccc3c(c2)CCCN3C(C)=O)cc1Cl,4%,.,-8%

# The list is partial; the hit share may differ from the screen's.
